Screening results deposited in PubChem by several laboratories.
E coli growth: reduces bacterial viability in AddAB counter-screen | E. coli V3065 growth, OD600 absorbance, 18 h | inhibition, % at 11.9 µM | 330,000 compounds, 0.27% hits;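 active means inhibition above the campaign's mean inhibition across all tested compounds plus 3 SD, cut at about 9.9% in these data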;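 further: uninfected addAB+ strain grown without phage in ampicillin broth; 0% = DMSO wells and 100% = ciprofloxacin 0.95 µg/ml wells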
AddAB inh: less growth of phage-infected E. coli with AddAB. E. coli expressing H. pylori AddAB, absorbance growth. inhibition, % at 11.9 µM. 330,000 compounds, 0.29% hits; in the data active means inhibition above about 12%;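 further: 0% = vehicle wells of infected cells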
DSG3 Ab inh: human desmoglein-3 autoantibody binding inhibition | DSG3-coupled beads, scFv-anti-DSG3-GFP binding, flow cytometry; stronger effect = lower value | 310,000 compounds, 0.48% hits | P32926 | binding (percent of control), % at 10 µM;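 active means binding more than 3 SD below its plate's average and above zero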;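 further: hits lower antibody fragment binding to DSG3; some compounds called inactive have numbers as strong as hits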
Target sequence (P32926 whole entry, looked up, the tested form may be a part): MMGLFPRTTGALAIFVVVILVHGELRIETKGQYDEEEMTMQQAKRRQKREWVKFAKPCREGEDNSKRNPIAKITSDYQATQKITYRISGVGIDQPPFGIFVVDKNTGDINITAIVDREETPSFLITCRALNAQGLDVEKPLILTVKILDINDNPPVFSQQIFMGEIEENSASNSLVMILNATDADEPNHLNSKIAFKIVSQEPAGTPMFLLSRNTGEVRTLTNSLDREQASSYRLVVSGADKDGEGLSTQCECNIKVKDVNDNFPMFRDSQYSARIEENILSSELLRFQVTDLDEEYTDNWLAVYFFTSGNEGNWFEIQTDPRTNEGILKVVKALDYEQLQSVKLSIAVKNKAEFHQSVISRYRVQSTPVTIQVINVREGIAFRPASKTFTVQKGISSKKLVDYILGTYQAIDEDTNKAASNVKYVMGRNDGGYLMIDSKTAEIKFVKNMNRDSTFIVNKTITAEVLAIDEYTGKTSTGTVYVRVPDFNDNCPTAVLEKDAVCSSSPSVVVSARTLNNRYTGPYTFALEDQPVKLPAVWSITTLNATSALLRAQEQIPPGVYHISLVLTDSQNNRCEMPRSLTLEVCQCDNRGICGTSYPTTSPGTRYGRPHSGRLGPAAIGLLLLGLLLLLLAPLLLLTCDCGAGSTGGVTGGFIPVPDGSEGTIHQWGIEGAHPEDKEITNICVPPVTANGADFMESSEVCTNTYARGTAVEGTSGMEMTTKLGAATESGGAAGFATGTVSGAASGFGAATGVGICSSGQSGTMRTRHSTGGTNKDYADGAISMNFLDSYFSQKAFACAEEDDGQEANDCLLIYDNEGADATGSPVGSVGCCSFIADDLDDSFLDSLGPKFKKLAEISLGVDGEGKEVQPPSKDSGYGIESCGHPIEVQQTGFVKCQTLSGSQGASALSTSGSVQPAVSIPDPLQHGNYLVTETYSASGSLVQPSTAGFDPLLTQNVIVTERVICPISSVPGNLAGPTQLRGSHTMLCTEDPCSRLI
PfHsp90 set2: growth inhibition of yeast expressing Plasmodium Hsp90 | S. cerevisiae expressing PfHsp90, BacTiter-Glo ATP, 48 h; yeast lacking PDR1 and PDR3 efflux regulators | inhibition, % at 9.4 µM | 310,000 compounds, 0.32% hits;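 active means every replicate shows inhibition above about 80%, whatever the replicate mean, limit read from the data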;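 further: 0% = DMSO neutral controls and 100% = 20 µM radicicol positive controls; yeast relying on Plasmodium falciparum Hsp90 in place of its own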
PKA-R1A activ: PKA-R1A complex activation; PKA-R1A dissociation, Cy5-IP20 fluorescence polarization; scaled: DMSO 0%, 113 µM cGMP 100%; activation, % at 11.4 µM; 340,000 compounds, 0.083% hits; AID 504707;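 active means percent activation above the mean of all tested compounds plus 3 SD, cut at about 19% in these data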;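 further: higher means more PKAc released from R1A so a rise in polarization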
phage Ecoli inh: E. coli growth loss with phage present; inhibition, % at 11.9 µM; 360,000 compounds, 0.26% hits; growth absorbance; AID 651602; in the data active means inhibition above about 11%
OPRM1-OPRD1 ag: OPRM1-OPRD1 heterodimerization agonism. activation, % at 9.3 µM. 340,000 compounds, 0.3% hits. cells, luminescence. P35372+P41143; in the data active means activation above about 18%;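 further: 0% = vehicle-treated cells and 100% = reference agonist; values of inactives mirror those of a sister screen read the other way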
SUMO Mot1 rescue: inhibitors of SUMOylation pathway: yeast Mot1-301 growth rescue; S. cerevisiae Mot1-301 growth rescue, ATP luminescence, 38.5C; percent above DMSO median, 100 means doubled; growth rescue, % at 18.8 µM; AID 2716; 320,000 compounds, 1% hits;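 active means every valid replicate shows activation above 250% relative to neutral control wells; inactive means the rest, any valid replicate at or below 250%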;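 further: OY570 slx delta 5 strain wells were the positive control but not used for scaling; some compounds called inactive have numbers as strong as hits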
HTR5A ag: counter-screen for OPRM1-OPRD1 agonists: human HTR5A agonism | P47898 | HTR5A agonist assay, luminescence, cell-based | activation, % at 9.3 µM | 340,000 compounds, 0.61% hits | AID 504692; in the data active means activation mostly above about 9.5%, no sharp cut-off; inactive means mostly below about 7.6%;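 further: 0% = cells with vehicle only and 100% = reference agonist; strong numbers were not always called active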
HTR5A inv ctr: inverse agonist of human HTR5A in OPRM1-OPRD1 counter-screen. 340,000 compounds, 0.083% hits. HTR5A cell line, luminescence, inverse agonism. P47898. inhibition, % at 9.3 µM; in the data active means inhibition mostly above about 23%, no sharp cut-off; inactive means mostly below about 18%;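 further: 0% = cells with DMSO and 100% = no-cell wells with DMSO; some compounds called inactive have numbers as strong as hits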
OPRM1-OPRD1 inv: mu-delta opioid heterodimer inverse agonism | P35372+P41143 | inhibition, % at 9.3 µM | cell-based MOR-DOR heterodimer luminescence | 340,000 compounds, 0.21% hits; in the data active means inhibition above about 22%, passing the limit was not always enough;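 further: 0% = cells with DMSO and 100% = wells without cells with DMSO; values of inactives mirror those of a sister screen read the other way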
* hit, by the source's call; x = no result given. Hits appear at their usual frequency; any-hit rate near 3.2%.

Structure	E coli growth	AddAB inh	DSG3 Ab inh	PfHsp90 set2	PKA-R1A activ	phage Ecoli inh	OPRM1-OPRD1 ag	SUMO Mot1 rescue	HTR5A ag	HTR5A inv ctr	OPRM1-OPRD1 inv
O=S(=O)(c1ccccc1)N1CC=C(c2ccccc2)CC1	-1.9	4.1	116	x	6	2.6	-2.0	6	0	-2	10
O=C(COc1cccc2ccccc12)N/N=C/c1ccccc1OCc1ccc(C(=O)O)cc1	-2.5	1.6	101	-8	-5	3.2	-2.6	-8	-4	9	13
COc1ccc(NC(=O)C2CCN(S(=O)(=O)c3ccc(C)cc3)CC2)cc1OC	1.8	1.4	105	x	-1	3.9	-2.8	58	0	-1	14
CC1CC(=O)N(CC(=O)NCc2ccco2)c2ccccc2S1 (stereo unspecified)	-0.2	1.3	99	-2	-2	2.1	-2.0	-9	-1	1	11
O=C1CC(NCCN2CCOCC2)C(=O)N1Cc1ccc(N2CCCC2=O)cc1 (stereo unspecified)	-0.8	0.5	102	8	-4	2.5	-0.6	147	-4	9	4
Cc1cccc(NC(=O)NCc2ccc3c(c2)OCO3)c1	1.6	-1.5	x	-28	4	1.5	-1.5	14	3	-12	8
CC(=O)Nc1ccc(NC(=O)C(C)OC(=O)c2ccc(OCc3c(C)noc3C)cc2)cc1 (stereo unspecified)	-2.5	1.0	101	12	7	2.5	-0.8	-23	1	8	4
CCOC(=O)C=C(C(=O)OCC)C(=O)OCC	x	x	102	18	-2	4.4	1.1	x	-2	19	-6
Cc1ccc(S(=O)(=O)N2CC=C(N)N2)cc1	x	x	94	-1	3	2.1	-4.6	x	3	-12	20
CCn1c(SCC(=O)Nc2ccc(C(C)=O)cc2)nc2nc3c(cc2c1=O)COC(C)(C)C3	0.2	-0.7	95*	-3	-2	-1.3	-0.9	252	2	11	5
CCc1nn(CC(=O)N2CC(C)CC(C)C2)c(=O)c2cccn12 (stereo unspecified)	0.4	2.5	102	-12	0	2.5	-2.9	-3	2	13	15
COc1ccc(CC(=O)NCC2CCCN(Cc3ccc(OC)cc3F)C2)cc1 (stereo unspecified)	-1.0	4.3	99	-12	0	-0.7	-1.8	40	3	-10	8
CC(=O)Nc1ccc(Nc2c3c4c(cccc4n(C)c2=O)C(=O)c2ccccc2-3)cc1	0.8	1.8	84	8	-6	1.3	-3.5	-6	-1	4	18
CC(=O)Nc1ccc(S(=O)(=O)Nc2ccc(F)c([N+](=O)[O-])c2)cc1	2.4	4.1	105	13	-10	3.5	-3.3	-2	-1	-3	16
O=C(c1ccccc1)c1ncc(C(F)(F)F)cc1Cl	0.8	-1.3	113	17	-6	2.8	-2.6	4	-1	-14	14
O=c1cc[nH]c2ccc(OC(F)(F)F)cc12	3.0	4.5	119	2	-16	1.6	-2.7	1	-1	5	14
O=C(Nc1ccc(S(=O)(=O)N2CCOCC2)cc1)c1ccc2c(c1)OCO2	0.3	2.1	103	-4	-5	4.3	-4.7	2	-1	15	25
CCn1c(-c2cc(OC)ccc2OC)csc1=Nc1c(C)n(C)n(-c2ccccc2)c1=O	-0.8	2.6	83	-4	-11	2.7	-2.4	4	7	-21	13
Cc1ccc(-n2c(=O)c3sccc3n(CC(=O)NCc3ccco3)c2=O)cc1F	-2.0	0.8	x	x	3	3.1	-1.8	6	-5	2	10
CN(Cc1ccccc1)C(=O)c1cccc(NC(=O)Cc2ccc(NC(=O)C3CCCN(C(=O)CCc4ccccc4)C3)cc2)c1 (stereo unspecified)	x	x	111	-19	-9	0.1	0.9	x	-1	3	-4
CC(C)(C)C(=O)N1c2ccccc2CCc2ccccc21	0.3	-1.3	103	-3	-2	2.4	0.2	-2	-1	4	-1
CCc1nnc(NC(=O)[C@@H](NS(=O)(=O)c2ccc3c(c2)OCCO3)C(C)C)s1	x	x	x	-12	-2	-1.9	-2.9	x	-3	10	14
Cc1onc(-c2ccccc2Cl)c1C(=O)Nc1ccccc1O	-0.4	4.9	x	10	-4	1.2	0.9	172	0	0	-7
Cc1noc(C)c1CSc1nnc2ccc3ccccc3n12	-2.1	0.8	x	-17	7	x	-2.2	4	-1	-8	12
CCCCOC(=O)c1ccc(NC(=O)c2ccc(F)cc2F)cc1	-0.4	1.4	99	1	-21	4.7	6.3	-17	7	-7	-29
Cc1cc(=O)oc2cc(NC(=O)CC3(CC(=O)O)CCCC3)ccc12	4.5	5.8	99	9	x	3.8	x	-4	x	x	x
Cc1nc(-c2ccc(S(=O)(=O)N3CCN(c4cccc(C)c4C)CC3)cc2)co1	0.0	3.2	x	-6	-3	0.5	0.2	0	7	-29	-1
CC(=O)Nc1ccc(S(=O)(=O)Nc2cccc(C(=O)Nc3ccccc3C(=O)O)c2)cc1	2.1	4.0	101	-5	-17	1.7	-0.9	2	8	-31	5
O=C(c1nsnc1-c1ccccc1O)N1CCCCC1	-1.4	0.8	115	7	0	3.9	-0.2	12	-5	-14	1
COCCCNC(=S)NCCNc1nc2cc(C)c(C)cc2cc1C#N	1.8	0.5	98	-7	4	2.8	1.1	x	-5	14	-6
COc1ccc(NC(=O)C2CCCN(S(=O)(=O)c3cccc4nonc34)C2)c(OC)c1 (stereo unspecified)	5.7	6.8	94	3	-6	5.9	-1.1	-5	5	-13	7
CCOc1ccc(OCC)c(S(=O)(=O)NCc2cccnc2)c1	-0.8	2.2	110	8	6	4.2	-2.0	8	-3	-11	11
CCCCCCSc1nnc2[nH]c(=O)cc(N)n12	-0.2	3.9	89	16	-12	0.4	-0.8	7	-1	-9	4
Cc1ccc(NC(=O)C[n+]2cc(-c3ccc(C)cc3)n3c2CCC3)cc1	-0.9	-2.6	114	-13	-4	3.2	-3.3	2	-5	-21	17
Cn1c(=O)oc2cc(S(=O)(=O)N3CCN(c4ccc(F)cc4)CC3)ccc21	2.0	5.2	126	4	6	3.7	0.0	x	4	23	0
COc1ccc(OCc2nc(C#N)c(N3CCN(c4ccc(OC)cc4)CC3)o2)cc1	x	x	97	-2	-7	1.8	-0.7	x	-3	8	4
O=C(CC(Nc1ccc(Cl)cc1)C(=O)O)c1ccccc1 (stereo unspecified)	0.8	1.9	103	-19	1	0.8	0.4	81	-4	23	-2
CCN(CC)C(=O)c1ccccc1NC(=O)c1ccccc1C	-2.6	-1.0	101	27	9	1.9	-1.2	-3	-2	5	7
Cc1ccc(/C=N/n2c(COc3ccccc3)n[nH]c2=S)s1	0.1	0.5	98	-18	-4	-1.7	-0.1	2	-4	11	1
COc1ccc(C(=O)Nc2c(-c3cccs3)c(=O)c3ccccc3n2C)cc1	-0.3	1.5	101	-24	1	3.1	-2.4	16	3	-7	12
Cc1cccc(NC(=O)c2cc3c(=O)n4ccccc4nc3s2)c1	0.6	5.2	92	19	-5	2.0	-2.2	269	4	-11	12
COc1ccc2nc(COC(=O)c3cccs3)c(C(C)=O)[n+]([O-])c2c1	-2.3	-0.3	x	-59	4	1.6	-2.3	-14	2	-5	11
COc1ccc(CC(=O)c2ccc(O)cc2O)cc1OC	-1.3	3.8	100	17	1	2.0	-0.6	-30	3	10	3
O=C(/C=C/c1ccccc1Cl)N(Cc1ccc(Cl)cc1)C1CCS(=O)(=O)C1 (stereo unspecified)	-0.7	0.2	x	-23	12	3.0	1.7	1	-3	13	-9
COc1ccc(C(=O)Nc2ccccc2C(=O)N/N=C/c2cccc3ccccc23)cc1	-4.4	0.0	82	x	-10	2.3	0.6	9	0	1	-3
N#CCCNC(=O)Cn1c(COc2ccc(Cl)cc2)nc2ccccc21	-0.6	0.1	91	26	-4	1.2	x	-34	x	x	x
CCOC(=O)C1=NN(C(=O)c2ccc(OC)cc2)C(O)(c2ccc(Cl)cc2)C1 (stereo unspecified)	-4.7	-0.2	93	6	6	1.5	-1.9	-22	1	5	10
Cc1cc(C)c(S(C)(=O)=O)c(N(C)N)n1	-0.6	0.3	101	-13	2	1.2	-2.0	-2	1	-3	11
N#C/C(=C\c1ccc(OCC(N)=O)cc1)S(=O)(=O)c1ccccc1	0.2	0.3	x	9	3	1.8	0.1	0	5	-12	0
CC(C)(C)c1ccc(OCC(=O)NNC(=O)CCc2ccccc2)cc1	3.3	-1.9	x	40	3	0.1	-1.6	-2	-1	-22	10
O=C(c1ccc([N+](=O)[O-])cc1)N1CCN=C1SCc1ccccc1	-1.7	-0.4	109	4	-6	3.0	1.7	-1	5	-14	-8
CCCCc1nnc(NC(=O)CN2C(=O)C3CCCCC3C2=O)s1 (stereo unspecified)	-0.7	-1.5	91	x	5	2.9	-1.1	7	-2	-3	6
CC(=O)Nc1ccc(Nc2nnc(-c3ccc(C)c(S(=O)(=O)NCC4CCCO4)c3)c3ccccc23)cc1 (stereo unspecified)	-2.1	-0.2	100	3	8	-0.9	-0.7	-18	-3	7	4
O=S(=O)(NCc1ccco1)c1cccc(S(=O)(=O)N2CCCCC2)c1	2.1	-0.6	84	9	14	2.7	-1.2	13	-1	-43	7
COc1ccc(NC(=O)c2c(NC(=O)CCC(=O)O)sc(-c3ccccc3)c2C)cc1	-0.6	-0.4	88	-2	0	0.6	-0.7	-12	2	-4	4
COc1ccccc1NC(=O)CSCC(N)=O	0.6	0.9	105	-9	-4	2.7	0.1	-10	0	21	-1
Cc1nnc(SCC(=O)NC(=O)Nc2ccc3c(c2)OCCO3)s1	8.5	7.3	103	4	-12	6.1	-1.7	0	6	14	8
COc1ccc(C=O)cc1Oc1nc(Cl)ncc1F	-1.3	-1.1	104	-9	-18	-0.2	-1.5	-3	-4	12	8
CCOc1ccc(CNS(=O)(=O)c2cccs2)cc1OCC	-0.8	3.1	91	9	-10	0.7	-2.3	-22	1	-2	11
CCCCCCNC(=O)c1ccc(Br)o1	3.2	0.6	99	2	2	3.4	-3.1	-4	2	-2	18

(next part)
Structure	E coli growth	AddAB inh	DSG3 Ab inh	PfHsp90 set2	PKA-R1A activ	phage Ecoli inh	OPRM1-OPRD1 ag	SUMO Mot1 rescue	HTR5A ag	HTR5A inv ctr	OPRM1-OPRD1 inv
CCN1C(=O)C2(Nc3ccccc3-c3nc4ccccc4n32)c2cc(OC)ccc21 (stereo unspecified)	-2.1	-0.2	x	-6	4	3.1	x	0	x	x	x
O=C(O)Cc1c(-c2ccccc2Cl)c2cc(Br)ccc2[nH]c1=O	0.7	-0.6	90	-19	4	0.2	-1.6	-1	1	-23	8
Cc1cccc(CNCc2ccccc2)c1	-0.4	3.3	95	-9	-3	1.9	-1.5	25	0	5	8
CCOC(=O)c1c(NS(=O)(=O)Cc2ccccc2)sc2c1CCCC2	-2.1	-1.2	104	x	9	1.6	3.2	-15	3	16	-17
